Bioassay records (PubChem BioAssay)
ELG1 repair inh: ELG1-dependent DNA repair inhibition. Potency, µM (series often up to 46.1 µM), inactives show at the top dose activity change, negative = inhibition, most hits filed as inhibitors. HEK293T ELG1-luciferase reporter, luminescence, 16 h; DNA damage induced by 5-fluorouridine. AID 504467. 330,000 tested, 2.3% active; further: potency means the concentration at half of the fitted maximal effect; on the % scale 0 is the no-effect control and ±100 the full control effect; nearly all actives have a fitted effect of over 55% in size
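Luminescence from the luciferase reporter, measured 30 min after ONE-Glo reagent at room temperature, was the read-out. Beforehand, 2,000 cells per well were exposed for 16 hr at 37 °C to 5-fluorouridine together with compound or vehicle.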
KCNH2 3.1 inh: inhibitors of human KCNH2 3.1 potassium channel isoform; 340,000 tested, 0.95% active; activity change, % (tested at about 1.8 µM); U2OS KCNH2 3.1, thallium flux FluxOr; hits give low values; AID 720553;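 active means maximum activity change below -70%; inconclusive means maximum activity change from -70% to -50%; inactive means maximum activity change above -50%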;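 further: thallium influx rate constant from kinetic fluorescence after stimulation buffer; on the % scale 0 is the no-effect control and ±100 the full control effect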
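U2OS cells transduced with KCNH2 3.1 mutant virus (1.77 x 10^8 /mL, 4 h), plated overnight at 37 C, loaded 45 min with FluxOr dye plus Red40 quencher. Thallium flux rate constant from kinetic reads after stimulation buffer, normalised to controls.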
FLuc counter: counter-screen for miR-21 project: firefly luciferase inhibitors or activators. Potency, µM (highest dose often 57.5 µM), without a hit: top-dose activity change, negative = inhibition, actives largely listed as inhibitors. 360,000 tested, 6.9% active. purified FLuc, Km substrates, luminescence inhibition. P08659. AID 588342;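 further: potency means the concentration at half of the fitted maximal effect; plate controls were vehicle for no effect and reference inhibitor for full effect; nearly all actives have a fitted effect of over 55% in size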
Target sequence (P08659 whole entry, looked up): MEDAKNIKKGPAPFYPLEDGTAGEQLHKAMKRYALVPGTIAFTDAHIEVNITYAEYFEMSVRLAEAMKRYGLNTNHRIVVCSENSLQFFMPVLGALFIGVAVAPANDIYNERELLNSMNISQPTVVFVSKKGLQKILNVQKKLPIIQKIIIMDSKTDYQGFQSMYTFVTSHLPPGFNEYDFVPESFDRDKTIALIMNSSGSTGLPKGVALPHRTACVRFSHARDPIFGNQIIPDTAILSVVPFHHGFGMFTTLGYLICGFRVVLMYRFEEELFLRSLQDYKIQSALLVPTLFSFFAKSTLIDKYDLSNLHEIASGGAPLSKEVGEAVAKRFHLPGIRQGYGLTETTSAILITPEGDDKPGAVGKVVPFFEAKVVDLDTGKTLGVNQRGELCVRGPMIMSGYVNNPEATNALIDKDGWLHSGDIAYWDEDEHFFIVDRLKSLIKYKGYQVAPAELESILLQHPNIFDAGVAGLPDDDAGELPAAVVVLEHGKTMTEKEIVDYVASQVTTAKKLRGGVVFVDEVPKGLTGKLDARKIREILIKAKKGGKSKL
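Biochemical qHTS of compounds, final roughly 60 µM downward over six points, against 10 nM purified firefly luciferase using Km concentrations of substrates (10 uM D-luciferin, 10 uM ATP) in Tris acetate pH 7.5 buffer; luminescence output.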
VP16 counter: Gal4-VP16 reporter inhibition counter-screen; 310,000 tested, 3.5% active; Drosophila S2 Gal4-VP16 UAS-luciferase, luminescence, 20 h; Potency, µM (titrated, usually from 53.6 µM), for the others: at the top dose activity, negative = inhibition, hits mostly inhibitors;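 further: Gal4-VP16 expression switched on by copper sulfate through the metallothionein promoter; potency means the concentration at half of the fitted maximal effect; on the % scale 0 is the no-effect control and ±100 the full control effect; nearly all actives have a fitted effect of over 50% in size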
Menin MLL FP TR: menin-MLL binding inhibition, Texas Red mutant peptide; 270,000 tested, 0.23% active; Potency, µM (titrated, usually from 61.6 µM), inactives show at the highest dose FP activity change, negative = inhibition, actives largely listed as inhibitors; Menin + Texas Red MLL mutant peptide, fluorescence polarization; active means well fitted inhibition curve with a large enough effect in the polarisation, with a control signal flat, not every such curve was filed as active; inconclusive means small, poorly fitted or top-dose-only effect, or effect the other way, or a change in a side signal; inactive means no such curve, though single readings can be large or run the other way; the % refers to the polarisation; further: potency means the concentration at half of the fitted maximal effect; % of control where 0% means no effect; many of its hits are not listed in these tables
Rab9 promoter act: Rab9 promoter activation; Huh7 Rab9 promoter-luciferase reporter, luminescence, 24 h; Potency, µM (top dose mostly 9.22 µM), for the others: at the top dose activation, negative = inhibition, actives largely listed as activators; 320,000 tested, 2.8% active; further: potency means the concentration at half of the fitted maximal effect; % of control where 0% means no effect; nearly all actives have a fitted effect of over 60% in size
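Huh7 reporter line, Rab9 promoter upstream of luciferase. Compound exposure 24 h at 37 °C in reduced-serum medium with 10% FBS. Read-out: luminescence.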
RORgamma inh: blocks mouse ROR gamma transcriptional activity. Potency, µM (top dose mostly 53.6 µM), for inactives: at the top dose activity change, negative = inhibition, actives largely listed as inhibitors. 310,000 tested, 5.4% active. Drosophila S2 Gal4-RORgamma UAS-luciferase reporter, 20 h; further: potency means the concentration at half of the fitted maximal effect; on the % scale 0 is the no-effect control and ±100 the full control effect; nearly all actives have a fitted effect of over 60% in size
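In this cell-based reporter format, copper sulfate (700 uM final) drives Gal4–ROR gamma fusion expression from a metallothionein promoter in Drosophila Schneider cells; compounds preincubated 1 hr, reporter read after 20 hr at ambient temperature.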
Mito fusion act: mitochondrial division inhibition or fusion activation; Potency, µM (series often up to 46.1 µM), for the others: at the highest dose growth rescue (activation), usual class: activators; AID 485298; S. cerevisiae fusion-defective mutant growth rescue, CellTiterGlo 48 h; 320,000 tested, 0.23% active;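 further: potency means the concentration at half of the fitted maximal effect; % of control where 0% means no effect; nearly all actives have a fitted effect of over 45% in size; temperature-sensitive fusion mutants such as fzo1-1 at 37 °C on non-fermentable ethanol glycerol medium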
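Compounds are tested for their ability to restore growth of mitochondrial fusion-defective yeast strains at non-permissive 37C in YPEG medium over 48 hours. Viability is quantified by luciferase luminescence.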
PKM2 act: PKM2 (human) enzyme activation; Potency, µM (top dose mostly 57.5 µM), without a hit: at the top dose activation, actives largely listed as activators; purified PKM2, Kinase-Glo ATP luminescence, activation; response scale: 0% is enzyme alone, no compound; 260,000 tested, 0.34% active; P14618; further: potency means the concentration at half of the fitted maximal effect; on the % scale 0 is the no-effect control and ±100 the full control effect; nearly all actives have a fitted effect of over 55% in size
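Purified hPK-M2 (>95%) run at intermediate activity with 0.1 mM ADP and 0.5 mM PEP in 50 mM imidazole pH 7.2, KCl, MgCl2; 1 h room temperature. ATP formed read by Kinase-Glo luminescence; normalized to uninhibited and no-enzyme controls.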
NPC1 promoter act: NPC1 promoter activation; 320,000 tested, 2.4% active; Huh7 NPC1 promoter luciferase reporter, 24 h; Potency, µM (doses to about 9.22 µM), for the others: top-dose activation, most hits filed as activators;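 further: potency means the concentration at half of the fitted maximal effect; % of control where 0% means no effect; nearly all actives have a fitted effect of over 60% in size; reporter is driven by a mutant NPC1 promoter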
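Stably transfected Huh7 (NPC1 promoter→luciferase), 1500 cells/well in Opti-MEM + 10% FBS, 2 h settle, then compound 24 h at 37 °C. Luminescence after 10 min with Amplite reagent.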
MBNL1 CUG block: MBNL1-poly(CUG) RNA binding inhibition; Potency, µM (titrated, usually from 57.5 µM), for inactives: at the top dose activity change, negative = inhibition, usual class: inhibitors; 280,000 tested, 0.036% active; TR-FRET MBNL1-His/biotin-(CUG)12 binding, 665/545 ratio; Q9NR56; AID 2675; active means well fitted inhibition curve with a large enough effect in the signal ratio, with a control signal flat, not every such curve was filed as active; inconclusive means small, poorly fitted or top-dose-only effect, or effect the other way, or a change in a side signal; inactive means no such curve, though single readings can be large or run the other way; the % refers to the signal ratio; further: potency means the concentration at half of the fitted maximal effect; on the % scale 0 is the no-effect control and ±100 the full control effect
Target sequence (Q9NR56 whole entry, looked up): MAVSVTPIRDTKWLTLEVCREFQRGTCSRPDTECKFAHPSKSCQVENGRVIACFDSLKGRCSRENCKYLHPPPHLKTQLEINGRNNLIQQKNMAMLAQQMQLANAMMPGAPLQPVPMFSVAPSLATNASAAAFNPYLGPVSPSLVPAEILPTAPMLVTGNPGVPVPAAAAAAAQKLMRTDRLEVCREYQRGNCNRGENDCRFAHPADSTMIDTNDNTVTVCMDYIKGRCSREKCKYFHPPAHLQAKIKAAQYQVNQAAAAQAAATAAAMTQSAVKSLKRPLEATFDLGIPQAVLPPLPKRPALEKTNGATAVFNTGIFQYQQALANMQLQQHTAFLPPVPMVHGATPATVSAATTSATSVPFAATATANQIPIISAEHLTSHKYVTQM
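MBNL1-His + Biotin-(CUG)12, cpd titration 92 nM–58 uM; Tb anti-His Ab 0.055 ng/ul, SA-XL665 5 nM (final); 60 min RT; ratiometric 665/545 nm, Ex 340 nm; normalized to buffer and full-complex controls.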
An asterisk follows results filed as active; ? = inconclusive; / = not tested or not shown; [ ] = remark or other dose. Unless noted, the call rests on the fitted dose curve; in most records, active means well fitted curve in the direction sought with a large enough effect; inconclusive means small, poorly fitted or top-dose-only effect, or another doubt; inactive means no such curve, though single readings can be large; an effect the other way counts as inactive or inconclusive. Only part of the results is shown. The share of hits here may be higher or lower than overall.

SMILES	ELG1 repair inh	KCNH2 3.1 inh	FLuc counter	VP16 counter	Menin MLL FP TR	Rab9 promoter act	RORgamma inh	Mito fusion act	PKM2 act	NPC1 promoter act	MBNL1 CUG block
CCc1cc2c(=O)c(-c3nc4ccccc4n3C)c(C)oc2c(CN2CCN(C)CC2)c1O	-14%	/	3%	-7%	0%	-5%	5%	-7%	-3%	2%	1%
CC(=O)c1cccc(OCC(O)CNCCc2ccc(Cl)cc2)c1 (stereo unspecified)	0%	-29	1%	3%	?	-3%	-10%	-11%	/	-5%	-3%
COc1ccc(CNC(=O)CSc2nnc(-c3cccnc3)n2N)cc1	-9%	-10	-2%	-16%	-1%	1%	1%	-1%	/	-3%	7%
C=C1CCC2[C@](C)(CO[C@@H]3O[C@H](CO)[C@@H](O)[C@H](O)[C@H]3O)CCC[C@@]2(C)[C@@H]1CCC1=CCOC1=O (stereo partly specified)	-1%	6	1%	/	/	2%	/	-7%	/	-2%	/
COCCn1nnnc1C(c1cccs1)N1CCCC(C)C1 (stereo unspecified)	?	4	0%	-4%	3%	-1%	-15%	4%	-2%	-6%	0%
O=c1c(Cl)c(NCc2ccccc2Cl)cnn1C12CC3CC(CC(C3)C1)C2	-14%	-18	12µM*	-4%	?	-4%	7%	9%	6%	-4%	-18%
O=C(Nc1nncs1)c1ccc(F)c(S(=O)(=O)N2CCCCC2)c1	-2%	9	?	/	6%	1%	/	5%	0%	-1%	-4%
CCN(CC(=O)NCc1ccc(Cl)cc1)C(=O)c1ccc2cc(OC)ccc2c1	-8%	10	?	-80%	?	5%	-33%	1%	-2%	-1%	139%[activator]
CCN(CC)S(=O)(=O)c1cccc(NC(=O)COC(=O)CCC(=O)c2ccc(F)cc2)c1	?	-20	-19%	-1%	13%	-1%	4%	-1%	0%	-3%	-10%
CCn1c(SCc2nc3ccccc3[nH]2)nnc1-c1ccc(OC)cc1	-19%	-5	4%	-10%	-13%	-16%	0%	-2%	0%	-6%	7%
CC(=O)/C=C(\C)NCCNc1c(F)c(F)c(CO)c(F)c1F	6%	-29	1%	1%	-3%	-9%	20%	-1%	-1%	4%	-6%
CCC/C(=N\NC(=O)Cc1csc(N2CCOCC2)n1)c1ccccc1	-14%	7	0%	-5%	-10%	-5%	-1%	9%	-1%	-7%	/
O=C(NCC(c1cccnc1)N1CCOCC1)NC1CCCCC1 (stereo unspecified)	26%	11	-2%	-2%	-1%	0%	-1%	-9%	-3%	1%	0%
Cc1ccc(S(=O)(=O)/N=C2\C=C(Nc3cccc(C(=O)O)c3)C(=O)c3ccccc32)cc1	23µM*	7	?	?	?	?	16µM*	-11%	-14%	-7%	?
COc1ccc(NC(=O)CCCn2nc(C)c3c(C)n(-c4ccccc4)nc3c2=O)cc1OC	-3%	15	-2%	-4%	/	1%	-17%	1%	/	2%	-6%
COc1ccc(NC(=O)C(=O)N/N=C/c2cccnc2)c(OC)c1	6%	-18	-13%	-7%	0%	-9%	-6%	1%	-2%	2%	24%
O=S(=O)(NC1CCN(Cc2ccccc2)CC1)c1ccc2ccccc2c1	-22%	-23	-3%	-6%	-3%	-3%	11%	3%	3%	-5%	-5%
COc1ccc2ccn(C)c2c1	22%	1	-2%	/	/	-1%	/	-3%	/	0%	/
CC(C)CN(CC(C)C)C(=O)CCCC(=O)N(CC(C)C)CC(C)C	-6%	-8	-1%	-11%	-5%	-3%	9%	2%	5%	-1%	0%
Fc1ccc(NC(=S)NC2CCCCC2)c(F)c1F	?	5	-1%	7.1µM*	-14%	-6%	8.9µM*	5%	-3%	-1%	-21%
C=CCn1c(SCC(=O)NC2CC2)nc2ccccc2c1=O	?	-15	-2%	/	/	-10%	/	2%	/	-1%	/
CSc1ccc(C(=O)C2CCCN(Cc3cccc4nccnc34)C2)cc1 (stereo unspecified)	-17%	-108*	-4%	-4%	/	-5%	-23%	-9%	-4%	-5%	?
C/C(=N\NC(=O)C1(C)CC1(Br)Br)c1cccc(NC(=O)C2CCC2)c1 (stereo unspecified)	?	8	-7%	10%	1%	-3%	?	9%	-9%	-1%	/
Nc1nnc(SCC(=O)Nc2ccc3nc(SCC(=O)Nc4ccccc4)sc3c2)s1	1.8µM*	-4	?	?	?	-10%	-18%	6%	9%	-7%	-3%
COc1ccc(-n2nnnc2SCC(=O)N2CCCC2)cc1OC	16%	5	10%	-6%	0%	-1%	2%	3%	-1%	3%	-5%
SMILES	ELG1 repair inh	KCNH2 3.1 inh	FLuc counter	VP16 counter	Menin MLL FP TR	Rab9 promoter act	RORgamma inh	Mito fusion act	PKM2 act	NPC1 promoter act	MBNL1 CUG block
COc1cccc(OC)c1C(=O)Nc1c(C(=O)N2CCN(C)CC2)oc2ccccc12	?	-12	0%	-6%	1%	-1%	6%	-11%	/	-2%	-4%
COc1ccc(CN2CCNC(=O)C2CC(=O)NC2CCOCC2)c(F)c1 (stereo unspecified)	?	-4	1%	-1%	/	5%	-23%	0%	-3%	-2%	5%
COc1ccc(C)cc1NC(=O)CN(c1ccc(F)cc1)S(C)(=O)=O	-6%	-8	-1%	-5%	0%	11%	17%	-5%	-1%	-3%	-3%
Cc1ccc(NS(=O)(=O)c2ccc(C(=O)NCCCN3CCCC3=O)cc2)cc1C	0%	6	0%	/	/	-6%	/	1%	/	-5%	/
CCCCCCCCSc1nnc(-c2ccc(OC)cc2)o1	-4%	?	1%	-2%	1%	1%	-31%	1%	-3%	-2%	-4%
O=C(Cc1ccc(Nc2nc(=S)[nH]c3ccccc23)cc1)NC1CCCCC1	4%	/	?	-20%	-6%	0%	-12%	-1%	4%	0%	-1%
O=C(NCCN1CCOCC1)c1cc(S(=O)(=O)Nc2ccccc2F)c(Cl)cc1Cl	-14%	-11	0%	-6%	/	-2%	-5%	1%	-2%	1%	-10%
CN(Cc1ccccc1)C(=O)CCNC(=O)Cn1cnc2ccccc2c1=O	-5%	1	-1%	-19%	-1%	9%	-7%	-1%	-3%	-1%	-15%
CCCCOc1ccc(C(O)(CCN2CCOCC2)c2ccccc2)cc1 (stereo unspecified)	-1%	-29	4%	9%	?	3%	2%	-24%	/	-3%	-14%
O=C(N/N=C/c1ccc[nH]1)c1ccc(O)cc1	?	-9	?	?	?	11%	8.9µM*	-4%	1%	-22%	11%
COc1ccc(CN=C(N)N=C(N)N)cc1Cl	?	-22	0%	-5%	-30%	-15%	2%	1%	0%	-16%	-9%
COc1cc(/C=N/NC2=NC(C)(C)Cc3ccccc32)cc(OC)c1OC	?	-11	?	4%	-14%	-13%	3%	-1%	-1%	-2%	-2%
Cc1ccc(OCC(O)Cn2c(=N)n(CCN3CCOCC3)c3ccccc32)cc1 (stereo unspecified)	0%	12	1%	0%	-12%	0%	0%	-2%	-3%	0%	-10%
C=CCn1c(/N=C/c2ccc3c(c2)OCO3)nc2ccccc21	-8%	-5	6.7µM*	2%	4%	-2%	?	4%	-2%	0%	-7%
CCN(CC)C(=O)CSC(=Nc1ccccc1F)NC#N	?	-1	-2%	?	20%	4µM*	-24%	-6%	0%	?	1%
O=C(Cn1cc(C(F)(F)F)cc(Cl)c1=O)Nc1cccc(S(=O)(=O)N2CCCCC2)c1	-12%	-22	-1%	/	/	1%	/	-2%	/	1%	/
COc1ccccc1/C=C/C=N/NC(=O)Cc1cccn1C	29%	1	?	6%	-9%	4%	-31%	0%	3%	11%	?
CSCC[C@H](NC(=O)N1CCn2c1nc1ccccc12)C(=O)NCc1ccc2c(c1)OCO2	-19%	-7	-2%	4%	/	0%	3%	0%	/	-2%	-5%
CCOC(=O)N/N=C(\C)c1ccc(C)o1	?	-4	-5%	27%	16%	-4%	16%	24%	1%	-2%	7%
CCCn1c(SCC(=O)N2c3ccccc3CC2C)n[nH]c1=O (stereo unspecified)	10%	-4	2%	/	/	-7%	/	3%	/	-1%	/
Cc1c(N(C)C(=O)COc2ccc3ccccc3c2)c(=O)n(-c2ccccc2)n1C	1%	-21	7%	10%	-20%	-4%	-1%	-13%	3%	-1%	0%
CC(=O)Oc1cccc(C(=O)Nc2ccccc2NC(=O)c2cccc(OC(C)=O)c2)c1	-22%	6	-1%	9%	20%	-4%	17%	1%	/	-1%	1%
COCCCNC(=O)c1ccc2nc3ccccc3c(=O)n2c1	17%	-1	?	-6%	5%	30%	-1%	1%	-2%	27%	?
